Compound activity as filed in PubChem BioAssay.
m-calpain inh = blocks pig calpain II enzyme activity; purified calpain II, fluorogenic peptide substrate, 30 min; inhibition, % at 16 µM; 220,000 tested, 0.37% active; AID 1236;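 active = inhibition above about 50%, limit read from the data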
Rad51 HR inh = blocks human Rad51 in homologous recombination; Q06609; 200,000 tested, 0.085% active; inhibition, % at 10 µM; AID 1385; hRad51 DNA strand exchange, fluorescence dequenching;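 active = inhibition above 40% at the single screening dose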;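 also: 0% = DMSO control wells and 100% = blanks with heterologous ssDNA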
Target sequence (Q06609 whole entry, looked up): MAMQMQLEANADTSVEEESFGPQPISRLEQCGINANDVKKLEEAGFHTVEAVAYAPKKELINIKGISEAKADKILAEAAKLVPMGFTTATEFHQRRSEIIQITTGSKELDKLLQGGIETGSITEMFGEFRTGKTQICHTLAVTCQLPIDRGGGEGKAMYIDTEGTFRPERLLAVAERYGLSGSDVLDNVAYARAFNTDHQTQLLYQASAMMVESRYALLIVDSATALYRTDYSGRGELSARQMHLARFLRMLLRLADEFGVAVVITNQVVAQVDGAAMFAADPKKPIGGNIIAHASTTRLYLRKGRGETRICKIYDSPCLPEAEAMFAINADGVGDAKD
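Assay system: Human Rad51 nucleoprotein filaments preassembled on unlabelled ssDNA | Reagent: Donor/quencher-labelled 47-bp dsDNA substrate | Doses: One concentration, 10 µM final | Times: 37 °C 15-min filament assembly, 30-min compound preincubation, 15-min exchange | Technique: Fluorescein emission 520 nm, excitation 485 nm | Benchmarks: Plate control and blank wells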
Cl transport mod = KCC2 (human) Cl- transport modulation | 190,000 tested, 2.2% active | B-score of Tl+ flux slope (higher = more flux/activation; lower = inhibition) at 10 µM | KCC2 cells, thallium flux FluoZin-2 fluorescence | Q9H2X9;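 active = thallium flux slope and its plate-corrected score both differing from the plate sample mean at a set confidence after two filtering rounds, in either direction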;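 also: slope of fluorescence scaled to starting intensity during 10 to 20 s after thallium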
PERK inh = human PERK inhibition, primary cell-based screen | 220,000 tested, 0.17% active | inhibition, % at 5.6 µM | AID 1416 | CHO PERK-DD fusion, SEAP luminescence translation reporter;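 active = inhibition above the mean inhibition of all tested compounds plus 3 SD, set separately per screening campaign, cut at about 2.9% in these data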;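 also: PERK kinase domain activated by AP20187 dimerizer at 100 nM; 0% = DMSO with dimerizer and 100% = rapamycin at 8.4 µM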
FXIIa inh 1536 = inhibitors of human coagulation factor XIIa; purified FXIIa, Boc-QGR-AMC fluorogenic substrate, 2 h; 220,000 tested, 0.3% active; inhibition, % at 5 µM; P00748; in the data active = inhibition above about 40%;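 also: 0% = enzyme with no compound and 100% = blank without enzyme; many of its hits are not listed in these tables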
hK5 inh = kallikrein 5 (human) inhibition | inhibition, % at 5 µM | Q9Y337 | recombinant hK5, fluorogenic AMC substrate cleavage | 210,000 tested, 0.59% active | AID 873;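 active = inhibition of 40% or more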;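 also: 0% = enzyme controls without compound and 100% = no-enzyme blanks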
Target sequence (Q9Y337 67-293 limits assumed): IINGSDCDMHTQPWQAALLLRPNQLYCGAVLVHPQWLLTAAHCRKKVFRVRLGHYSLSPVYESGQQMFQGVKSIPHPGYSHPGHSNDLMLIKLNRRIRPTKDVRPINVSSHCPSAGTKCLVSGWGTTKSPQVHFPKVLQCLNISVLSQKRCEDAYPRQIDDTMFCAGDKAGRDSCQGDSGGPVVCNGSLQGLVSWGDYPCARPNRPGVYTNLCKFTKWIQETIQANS
FXIa inh 1536 = factor XIa (human) inhibition. purified FXIa, Boc-Glu-Ala-Arg-AMC fluorogenic substrate. P03951. inhibition, % at 5 µM. 220,000 tested, 0.14% active. AID 798;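 active = inhibition of at least 40%; inactive = inhibition below 40%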;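 also: fluorescence of freed AMC excited at 355 nm; 0% = enzyme without compound and 100% = no enzyme blank; many of its hits are not listed in these tables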
Thrombin inh = inhibitors of human thrombin; P00734; alpha-thrombin, Boc-VPR-AMC fluorogenic substrate cleavage; inhibition, % at 5 µM; 220,000 tested, 0.26% active;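 active = inhibition at or above 40%; inactive = inhibition below 40%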;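 also: 0% = enzyme with no compound and 100% = wells without enzyme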
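Material: human alpha-thrombin protein; Also added: Boc-VPR-AMC substrate, 15 µM final; Timing: enzyme reaction carried out at room temperature; Signal: fluorescence, ex 355 nm, em 460 nm; Measure: % inhibition of thrombin; Controls: enzyme without compound as high, wells lacking enzyme as low.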
Furin inh = blocks human furin protease activity | AID 463115 | P09958 | inhibition, % at 30 µM | purified furin, fluorogenic substrate cleavage | 220,000 tested, 0.061% active; in the data active = inhibition above about 25%; also: inactives centre near -15
Active calls of the source: *; i = inactive; . = no result given; [ ] = remark or other dose. A portion of the library; count on the stated rates, not on these rows.

Field names: A = m-calpain inh; B = Rad51 HR inh; C = Cl transport mod; D = PERK inh; E = FXIIa inh 1536; F = hK5 inh; G = FXIa inh 1536; H = Thrombin inh; I = Furin inh
> Cc1ccc(/C(O)=C2\C(=O)C(=O)N(c3cc(C)on3)C2c2cccc(Br)c2)cc1 (centres undefined)
  A = -110; B = -1; C = 0.17; D = 0.4; E = 11; F = 32; G = 4; H = 14; I = -18
> COc1ccc(/C=C(\NC(=O)c2ccc(OC)c(OC)c2)C(=O)NCCc2c[nH]c3ccccc23)cc1
  A = -103; B = 5; C = -0.11; D = -0.5; E = 4; F = 5; G = -2; H = -2; I = -15[20 µM]
> O=C(Nc1ccc(Cl)cc1Cl)c1ccc(-c2ccccc2)cc1
  A = 2; B = 0; C = -0.22; D = -0.2; E = 0; F = -6; G = -6; H = -11; I = -9
> Cc1ccccc1NS(=O)(=O)c1ccc(NC(=O)c2nc3ncccn3n2)cc1
  A = 26; B = 2; C = -0.57; D = 1.0; E = 20; F = 0; G = 2; H = 2; I = -10[20 µM]
> N=c1c2c(ncn1CCCO)Oc1cc(O)ccc1C2c1ccccc1 (centres undefined)
  A = -12; B = -6; C = 0.38; D = 1.0; E = 10; F = 0; G = -4; H = -1; I = -20
> COc1ccc(/C=C/c2nnc(NC(=O)CC(C)C)s2)cc1
  A = -90; B = .; C = 0.13; D = -0.2; E = -1; F = -3; G = -3; H = -10; I = -32
> C=CCn1c(SCC(=O)N2CCc3ccccc3C2)nc2sc(C)cc2c1=O
  A = 40; B = -8; C = -1.9; D = -0.5; E = 5; F = -2; G = -6; H = -3; I = -10[20 µM]
> CCCCN(CCCC)C(=O)CSc1nnc(-c2cc(OC)c(OC)c(OC)c2)o1
  A = 16; B = 0; C = -2.5; D = -0.5; E = 14; F = 2; G = 9; H = -4; I = -12
> O=C(NCc1cccs1)C1CCN(C(=O)NCc2ccccc2)CC1
  A = -6; B = -7; C = 0.087; D = 0.3; E = 20; F = 3; G = 9; H = -4; I = -12[20 µM]
> CCCCCCCCNC(C)C(O)c1ccc(SC(C)C)cc1 (centres undefined)
  A = 19; B = 2; C = 0.43; D = -1.8; E = 11; F = -16; G = 0; H = .; I = -16
> Cn1c(SCC(=O)N2CCCC2)nc2cccnc21
  A = 24; B = -3; C = -0.068; D = 0.6; E = 10; F = -5; G = 2; H = 0; I = -17
> CN1C=CC(=C2C(=O)c3ccccc3C2=O)C=C1
  A = -28; B = 5; C = 0.92; D = -0.4; E = 4; F = -25; G = -2; H = -6; I = -10
> CC(=O)N/C(=C/c1ccccc1)C(=O)NC(Cc1ccccc1)C(=O)O (centres undefined)
  A = 4; B = 6; C = -0.099; D = 0.4; E = 9; F = -3; G = -2; H = -2; I = -23
> COc1ccc(CN2C(=O)c3ccccc3C2C(=O)NCc2cccnc2)c(OC)c1 (centres undefined)
  A = 0; B = -10; C = .; D = 0.1; E = 13; F = 0; G = 2; H = -2; I = -11
> CC(=O)NC(Cc1ccc(F)c(F)c1)C(=O)NC1CCN(c2c(Cc3ccccc3)c(C)nc3ncnn23)CC1 (centres undefined)
  A = -7; B = -1; C = 0.21; D = 0.9; E = 0; F = -3; G = -4; H = -9; I = -20
> O=C(N/N=C1\CCCc2ccccc21)c1ccc([N+](=O)[O-])cc1
  A = 40; B = -1; C = 3.1*; D = 0.7; E = 30; F = 30; G = 20; H = 3; I = -21[20 µM]
> Cc1ccc2nc(N3C(=O)C(O)=C(C(=O)c4cc5ccccc5o4)C3c3cccs3)sc2c1 (centres undefined)
  A = -130; B = .; C = .; D = 1.0; E = 11; F = -6; G = 1; H = -5; I = -5[20 µM]
> O=C(NCCN1C(=O)S/C(=C/c2ccccc2)C1=O)C1CCCN1C(=O)c1cccs1 (centres undefined)
  A = -19; B = 1; C = -0.77; D = 0.4; E = 7; F = -11; G = 0; H = -7; I = -10
> CCS(=O)(=O)N1CCN(c2ccc(Cl)cc2[N+](=O)[O-])CC1
  A = 27; B = 5; C = -1.3; D = -0.3; E = 0; F = -17; G = -12; H = -11; I = -3
> CC[C@H]1OC(=O)C[C@@H](O)[C@H](C)[C@@H](O[C@@H]2O[C@H](C)C[C@H](N(C)C)[C@H]2O)[C@@H](CC=O)C[C@@H](C)C(=O)C=C[C@]2(C)O[C@H]2[C@@H]1C
  A = 9; B = .; C = -0.0077; D = .; E = 5; F = -5; G = -1; H = -1; I = -16
> COc1cccc(-n2c(C)nnc2SCC(=O)Nc2ccccc2N2CCOCC2)c1
  A = -11; B = 0; C = .; D = -1.2; E = 13; F = -12; G = 0; H = -4; I = -8
> CS(=O)(=O)c1ccc(C(=O)NCc2ccccc2F)cc1
  A = -23; B = -5; C = 0.81; D = 0.4; E = 9; F = 3; G = -1; H = -8; I = -18
> COCCn1c(SCC(=O)Nc2ccc(OC)cc2)nc2c(oc3ccccc32)c1=O
  A = 6; B = 3; C = 1.1; D = 0.6; E = 2; F = -3; G = 2; H = -9; I = -11
> O=C(Cc1ccccc1)Nc1cc([N+](=O)[O-])ccc1N1CCOCC1
  A = -2; B = 3; C = -1; D = 0.1; E = -5; F = -17; G = -4; H = 3; I = -13
> COC(=O)c1cc(=O)n2c(-c3ccc(OC)cc3)csc2n1
  A = -28; B = 25; C = -2.2; D = 0.7; E = 10; F = 1; G = 7; H = 1; I = -15[20 µM]
> Cn1c(SCc2ccc(C#N)cc2)nnc1-c1cccc(Cl)c1
  A = -15; B = -9; C = -0.19; D = 0.2; E = 22; F = -2; G = 4; H = -4; I = -12
> Cc1ccc(N2C(=O)N(CC(=O)C(C)(C)C)c3ccccc3S2(=O)=O)cc1
  A = 3; B = -5; C = 0.098; D = 0.0; E = 2; F = -6; G = 0; H = -9; I = -20
> Cc1ccc(N2C(=O)Nc3ccccc3C2(O)C(=O)N2CCN(c3ccccn3)CC2)cc1C (centres undefined)
  A = -4; B = 7; C = 1.4; D = 0.4; E = 10; F = 3; G = 6; H = .; I = -32
> CC(C)CNC(=O)c1ccc(Cl)c(NC(=O)COc2ccccc2)c1
  A = -6; B = 1; C = .; D = 0.1; E = 10; F = 4; G = 1; H = -5; I = -25
> CC1=CC2=NC(=O)/C(=C\c3cc(C)n(-c4ccccc4F)c3C)C(=N)N2O1
  A = -54; B = .; C = 0.42; D = 0.7; E = 9; F = -2; G = 7; H = 3; I = -24
> Cc1cccc(OCCN2C(=O)C(=O)c3cccc(C)c32)c1
  A = 7; B = 7; C = -0.15; D = 0.7; E = 4; F = -17; G = 1; H = -1; I = -26
> CCc1cc(SC#N)cc(C)c1NC(=O)CCl
  A = 17; B = -4; C = 0.63; D = 0.4; E = 9; F = -22; G = 4; H = -11; I = -3
> COc1ccc(/C=N/Nc2ncnc(Cl)c2N)cc1OC
  A = 12; B = -5; C = 0.79; D = 1.1; E = 5; F = 2; G = 10; H = -1; I = 4
> CCOc1ccc(NC(=O)Cc2ccccc2)c([N+](=O)[O-])c1
  A = -7; B = 12; C = -0.39; D = 0.6; E = 12; F = -5; G = 8; H = -12; I = 10
> O=C(N/N=C/c1ccc(O)c([N+](=O)[O-])c1)C1CC1(c1ccccc1)c1ccccc1 (centres undefined)
  A = -24; B = -3; C = -0.19; D = 0.3; E = 10; F = 4; G = 2; H = -6; I = -26
> Cc1noc(C)c1COC(=O)COc1ccc2c(C)cc(=O)oc2c1
  A = -62; B = -1; C = 0.37; D = 1.4; E = 15; F = -30; G = 3; H = 3; I = -19
> O=c1ncn(-c2ccccc2F)c2ncccc12
  A = 18; B = -41; C = 0.17; D = 0.8; E = 19; F = 1; G = -2; H = 1; I = -26[20 µM]
> C/C(=N\NC(=O)c1ccc(CN2CCOCC2)cc1)c1cccc([N+](=O)[O-])c1
  A = 10; B = 0; C = -1.4; D = 0.9; E = 4; F = -17; G = 2; H = -11; I = -15
> COc1ccc(N2CC(C(=O)Nc3nnc(SCC(=O)NC(C)(C)C)s3)CC2=O)cc1 (centres undefined)
  A = -15; B = -3; C = 0.57; D = 0.3; E = 12; F = 4; G = 1; H = -3; I = -22
> CCCCOc1ccc(-c2nc(-c3cccnc3)no2)cc1
  A = 27; B = -2; C = 0.66; D = 0.5; E = 8; F = -15; G = -7; H = 2; I = -7
> Cc1c(CCC(=O)O)c(=O)oc2cc(O)ccc12
  A = -443; B = -2; C = 0.21; D = 0.1; E = -11; F = i; G = -11; H = -17; I = -128
> Cc1cccc(NS(=O)(=O)c2ccc(C3CCCCC3)cc2)c1
  A = 38; B = 6; C = -0.78; D = 0.9; E = 9; F = 0; G = -11; H = -4; I = -10[20 µM]
> COC(=O)c1ccccc1NC(=O)N1CCCC1
  A = -170; B = .; C = .; D = 0.7; E = 11; F = -5; G = -1; H = 4; I = -19[20 µM]
> COc1ccc(N2CCN(C(=O)CCSCc3ccccc3F)CC2)cc1
  A = 33; B = -18; C = -2.7; D = 1.6; E = 2; F = -11; G = -4; H = -3; I = -6
> COc1ccc(C=C(c2nc3ccccc3s2)c2nc3ccccc3s2)cc1O
  A = -52; B = .; C = -0.34; D = -0.5; E = 5; F = -10; G = -3; H = -3; I = -10
> CCOC(=O)C1=C(c2ccccc2)OC(N)=C(C#N)C1c1cccs1 (centres undefined)
  A = 5; B = -1; C = -0.024; D = 0.3; E = 12; F = 9; G = 1; H = -1; I = -19[20 µM]
> COc1ccc(C2NC(=O)c3ccccc3N2)cc1OC (centres undefined)
  A = -348; B = 6; C = .; D = 0.2; E = 13; F = 1; G = 6; H = 0; I = -10[20 µM]
> O=c1c2[nH]c3ccc(F)cc3c2ncn1Cc1ccncc1
  A = -13; B = 14; C = 0.38; D = 0.5; E = 9; F = -6; G = -2; H = 1; I = -6
> Cc1cc(/C=C2/C(=N)N3C(c4ccccc4)=CSC3=NC2=O)c(C)n1-c1ccccc1
  A = -85; B = -14; C = -0.17; D = 0.6; E = 7; F = -1; G = -6; H = 6; I = -24
> CCN1CCc2c(C#N)c(N3CCOCC3)nc(NCc3ccccc3)c2C1
  A = .; B = .; C = 0.32; D = -2.9; E = -11; F = -54; G = -8; H = 0; I = -8[20 µM]
> CC1=C/C(=N\NC(=S)NCc2ccccc2)CC1
  A = -3; B = .; C = 0.51; D = 1.4; E = 11; F = .; G = 0; H = -3; I = -30
> Cc1ccn(CC(=O)N2N=C(C(F)F)CC2(O)C(F)F)n1 (centres undefined)
  A = -9; B = 12; C = -0.072; D = 1.5; E = 11; F = -9; G = 5; H = 2; I = -23

Some of these compounds in order of the PERK inh value, falling:
Compound	PERK inh
CC1=C/C(=N\NC(=S)NCc2ccccc2)CC1	1.4
O=c1ncn(-c2ccccc2F)c2ncccc12	0.8
Cc1cc(/C=C2/C(=N)N3C(c4ccccc4)=CSC3=NC2=O)c(C)n1-c1ccccc1	0.6
CCOC(=O)C1=C(c2ccccc2)OC(N)=C(C#N)C1c1cccs1 (centres undefined)	0.3

3 entries already listed, arranged by number of heavy atoms, largest number first:
Field names: A = m-calpain inh; B = Rad51 HR inh; C = Cl transport mod; D = PERK inh; E = FXIIa inh 1536; F = hK5 inh; G = FXIa inh 1536; H = Thrombin inh; I = Furin inh
> COc1ccc(N2CC(C(=O)Nc3nnc(SCC(=O)NC(C)(C)C)s3)CC2=O)cc1 (centres undefined)
  A = -15; B = -3; C = 0.57; D = 0.3; E = 12; F = 4; G = 1; H = -3; I = -22
> O=C(N/N=C/c1ccc(O)c([N+](=O)[O-])c1)C1CC1(c1ccccc1)c1ccccc1 (centres undefined)
  A = -24; B = -3; C = -0.19; D = 0.3; E = 10; F = 4; G = 2; H = -6; I = -26
> COc1ccc(C2NC(=O)c3ccccc3N2)cc1OC (centres undefined)
  A = -348; B = 6; C = .; D = 0.2; E = 13; F = 1; G = 6; H = 0; I = -10[20 µM]
